# S3 lipid droplet: qHTS Assay for Lipid Storage Modulators in Drosophila S3 Cells; Drosophila S3 cells, BODIPY lipid droplet fluorescence, 18-24 h; cells fed with added oleic acid; lipid storage change, negative = inhibition, % at the top dose, mostly 46.1 µM; hits show Potency in µM; 320,000 compounds, 0.64% hits; AID 2685; active = well fitted inhibition curve with a large enough effect in the signal ratio, with a control signal flat, not every such curve was filed as active; inconclusive = small, poorly fitted or top-dose-only effect, or effect the other way, or a change in a side signal; the % refers to the signal ratio
#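 Laser-scanning cytometry quantifies lipid droplet accumulation (500–530 nm total intensity; droplet/cell object ratio) in oleic acid-fed (400 uM added) Drosophila S3 cells treated with a concentration series. 20 uM Triacsin C defined 100% inhibition.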
# S3 lipid droplet cell count max: further read-out of S3 lipid droplet, marked with its call; cell number change, %; measured here: cell count max response;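 cells counted by Cell Tracker Red CMTPX staining in the red channel; peak over a dose series mostly up to 46.1 µM; percent activity relative to internal control wells on each plate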
# An asterisk follows results filed as active; i = inactive; ? = inconclusive; . = no result given; [ ] = remark or other dose. % is scaled to controls: 0 for no effect and ±100 for the full control effect; potency is read from the fitted curve at half-maximal effect.
# The line under a structure holds: S3 lipid droplet	S3 lipid droplet cell count max
- O=C1CCN(Cc2ccccc2)CCN1[C@H](CO)Cc1ccccc1
→ ?	.
- C/C(=N/NC(=O)c1ccccc1O)c1ccc(N2C(=O)C3CCCCC3C2=O)cc1 (centres undefined)
→ -18.4%	.
- CCOc1ccc(N(C(=O)/C=C/C(=O)Nc2cc(C)on2)C(C(=O)NC2CCCC2)c2ccccc2C)cc1 (centres undefined)
→ -12.6%	-8.4
- Cc1nn(CC(=O)N(C)Cc2ccc(F)cc2)c(C)c1[N+](=O)[O-]
→ ?	.
- CC1CCN(C(=O)COc2cccc3c2CCN(C)C3=O)CC1
→ ?	.
- C[n+]1cc[nH]c1SCC(=O)c1ccc(Cl)cc1
→ ?	.
- O=S(=O)(c1ccccc1)c1nc(-c2ccco2)oc1NCc1ccco1
→ ?	.
- CC(CN1CCCCC1)OC(=O)C1c2ccccc2Oc2ccccc21 (centres undefined)
→ i	-27.9
- CCS(=O)(=O)Nc1cccc(C2=NN(S(=O)(=O)c3ccc(F)cc3)C(c3cccs3)C2)c1 (centres undefined)
→ ?	.
- CCCN1C(=O)c2cc(C(=O)O)ccc2C1O (centres undefined)
→ ?	.
- COc1cc(OC)cc(-c2cn[nH]c2N)c1
→ 2.5%	5.1
- O=C(NCc1ccccn1)c1cccc(S(=O)(=O)N2CCCCC2)c1
→ ?	.
- COc1cccc(-c2ccc3nnc(SCC(=O)N4CCCC4)n3n2)c1
→ 19.3%	.
- CC(=O)n1cc(CO)c2ccccc21
→ -0.7%	9.7
- CC(C)c1ccccc1OCCCN1CCCC1
→ ?	.
- COc1ccccc1C(C#N)c1cccc(Cl)n1 (centres undefined)
→ ?	.
- Cc1ccccc1-n1c(C)nnc1SCc1nc2ccccc2s1
→ i	-28.3
- O=C(CC12CC3CC(CC(C3)C1)C2)NCC(=O)OCc1cc(=O)oc2ccc3ccccc3c12
→ ?	.
- O=C(OCC(=O)N1CCc2ccccc21)C1CCCN1S(=O)(=O)c1ccc(Cl)cc1 (centres undefined)
→ 0.0%	16.5
- O=Cc1cccn1-c1ccc2ccccc2c1
→ 2.9%	25.1
- Nc1nnnn1/N=C/C(Br)=C/c1ccccc1
→ -7.4%	-9.7
- COc1ccc(CNC(=O)CCCNS(=O)(=O)c2cccc3nonc23)cc1
→ ?	.
- CC(C)(C#CCN1CCCCC1)OCCOC(c1ccccc1)c1ccccc1
→ ?	.
- O=C(Cc1ccccc1)NCC(=O)N1CCN(c2ccccc2F)CC1
→ i	4.0
- Cn1c(=O)c2c(ncn2CC(=O)OCC(=O)NNC(=O)c2ccc(Cl)cc2)n(C)c1=O
→ ?	.
- Cc1ccc(-c2cc(C(=O)NCCN3CCOCC3)no2)cc1
→ i	.
- CCC1=[N+](C)c2cccc3cccc(c23)N1C
→ 5.4%	-2.4
- CC(NC(=O)C12CC3(C)CC(C)(CC(C)(C3)C1)C2)C(=O)O (centres undefined)
→ ?	.
- O=C1Cc2ccccc2C(=O)N1OCc1ccc(Cl)cc1
→ ?	.
- Cc1cc(C)cc(-n2ccnc2SCC(=O)Nc2nccs2)c1
→ -12.4%	-26.2
- CC1CCc2nc(NC(=O)c3ccco3)sc2C1 (centres undefined)
→ i	20.2
- CCOc1ccc(C(=O)N2CCCC2)cc1OC
→ 23.4%	.
- CCC1=C(OC(=O)N(CC)CC)N2C(=O)OC(=NCCc3c[nH]c4ccccc34)[C@]2(Cc2ccccc2)[C@H]2C1=CC[C@H]1C(=O)N(c3ccccc3)C(=O)[C@H]12
→ -3.9%	-12.1
- CCOC(=O)C1=C(COC(=O)c2ccc(C)c(S(=O)(=O)N3CCOCC3)c2)NC(=O)NC1C (centres undefined)
→ -54.8%[0.0737 µM]	5.7
- COc1ccc(NC(=O)c2cc3sccc3n2Cc2ccc(F)cc2)cc1OC
→ -9.3%	-15.0
- CCOC(=O)c1c(C)[nH]c(C(=O)OCC(=O)N(C)c2c(N)n(Cc3ccccc3)c(=O)[nH]c2=O)c1C
→ i	-14.5
- CCOC(=O)c1[nH]c(C)c(C(=O)Nc2ccc(C)cc2C)c1C
→ ?	.
- COc1ccccc1NC(=O)c1cccc(NC(=O)c2ccco2)c1
→ ?	.
- O=C(Cc1ccc(F)cc1)OCn1nnc2ccccc2c1=O
→ ?	.
- COc1cc(CC(=O)OC2CCOC2=O)cc(OC)c1OC (centres undefined)
→ -9.4%	0.8
- COc1cccc(/C=N/n2c(N)c(S(=O)(=O)c3cccs3)c3nc4ccccc4nc32)c1OC
→ ?	.
- CCc1ccccc1N1CSC2=C(C#N)C(c3cc(OC)c(OC)cc3OC)CC(=O)N2C1 (centres undefined)
→ ?	.
- Cc1ccc(OCC(=O)N(Cc2ccc(C)o2)C2CCS(=O)(=O)C2)cc1 (centres undefined)
→ ?	.
- CCOC(=O)C1=C2SCC(=O)N2C(N)=C(C#N)C1
→ 14.0%	-4.5
- O=C1CC(N2CCN(c3ccc(S(=O)(=O)N4CCOCC4)cc3)CC2)C(=O)N1Cc1ccccc1 (centres undefined)
→ ?	.
- Cc1ccc(NC(=S)Nc2ccccn2)cc1C
→ 1.4%	1.4
- O=c1cc(N2CCc3ccccc3C2)[nH]c(=O)n1-c1ccc(Cl)cc1
→ 11.2%	22.2
- COc1cc2c(cc1OC)CN(S(=O)(=O)/C=C/c1ccccc1)CC2
→ ?	.
- O=C(CN1C(=O)NC2(CCCCCC2)C1=O)Nc1ccc(S(=O)(=O)N2CCOCC2)cc1
→ 3.6%	.
- CN(C)S(=O)(=O)c1ccc(Cl)c(NC(=O)CN2CCN(c3ccccn3)CC2)c1
→ ?	.
- C=C(c1ccc(O)cc1)c1ccc(O)cc1
→ i	.
- COCCOC1CCN(C(=O)c2cc(COc3ccc(-n4cncn4)cc3)on2)CC1
→ ?	.
- CCCNC(=O)C1(S(=O)(=O)c2ccccc2)CC=CC1
→ ?	.
- C/C(=N\N=c1/sc2ccccc2n1C)c1ccc(N2CCOCC2)cc1
→ ?	.
- Cc1ccccc1NC(=O)CSC(N)=O
→ -40.0%	.
- Brc1ccc(-c2cn3cccnc3n2)cc1
→ i	.
- COc1ccc(OC)c(Cc2nnc(CCC(=O)NC3CCCC3)o2)c1
→ 24.4%	3.9
- CCCN1CCN(C(=S)Nc2sc(CC)cc2C(=O)OC)CC1
→ ?	.
- COc1cc(C(=O)NCc2ccc(C)cc2)ccc1OC(F)F
→ ?	.
- CNc1cc(-n2nc(C)cc2-c2ccccc2)ncn1
→ ?	.

# Later entries.
# The line under a structure holds: S3 lipid droplet	S3 lipid droplet cell count max
- C=C1CCC[C@]2(C)C[C@H]3OC(=O)C(CN4CCCCC4CO)[C@H]3CC12 (some centres undefined)
→ ?	.
- Cn1cccc1/C=N/NC(=O)Cc1ccccc1
→ 20.9%	.
- CC(C)(C)OC(=O)CC1(C#N)c2ccccc2C(Br)=CN1C(=O)c1ccccc1 (centres undefined)
→ 22.5%	3.2
- CCOc1ccccc1CN(Cc1ccco1)S(=O)(=O)c1ccc(-n2cnnn2)c(OC)c1
→ ?	.
- COc1ccccc1NC(=O)c1nn(-c2ccc(OC(F)(F)F)cc2)ccc1=O
→ i	.
- Cc1nn(C)cc1CNC(=O)Nc1ccc(Cl)cc1
→ 1.9%	0.7
- Cc1cccc(NC(=O)C(C)N2C(=O)C3C4CC(C(Br)C4Br)C3C2=O)c1 (centres undefined)
→ ?	.
- CSc1nc(NNC=O)cc(Oc2ccc(NC(C)=O)cc2)n1
→ ?	.
- O=C(CNC(=O)c1ccco1)OCc1ccc(C(=O)Oc2ccccc2)cc1
→ 5.8%	-114.0
- COCCn1cc(C(=O)N2CCC(C)CC2)c2c3ccccc3n(C)c2c1=O
→ ?	.
- Cc1ccc(SCc2nc3ccccc3[nH]2)cc1
→ 19.3%	5.4
- CC(=O)OC1CC(C)(C)N(OC(=O)c2ccccc2)C(C)(C)C1
→ ?	.
- CCC(C)NC(=O)c1cc(Sc2nnc(C)s2)nc2ccccc12 (centres undefined)
→ 4.4%	-6.8
- COc1ccc(NC(=O)CCC(=O)Nc2nnc(C3CCCCC3)s2)c(OC)c1
→ ?	.
- O=C(CN1C(=O)NC2(CCCC2)C1=O)NCCc1ccc(Cl)cc1Cl
→ ?	.
- C=C1N(c2ccccc2)C(=O)OC1(C)C
→ 5.9%	3.0
- Cc1cc(C2=NNC(=NC3CC3)SC2)c(C)n1Cc1ccco1
→ 5.6%	-10.4
- CCc1ccc(NC(=O)CSc2ccc(-c3sc(C)nc3C)nn2)cc1
→ -14.4%	-9.2
- Cc1ccc([C@@H]2CC=C(C(=O)O)[C@H](c3ccc(Cl)cc3)N2S(=O)(=O)c2ccc(C)cc2)cc1
→ ?	.
- O=C(Nc1ccccn1)C1CCN(S(=O)(=O)c2ccc3c(c2)OCCCO3)CC1
→ i	.
- CN(C)/C=N/c1cc(=O)n(C)c(=O)n1Cc1ccccc1
→ ?	.
- COCCN(CCOC)C(=O)c1ccc(SCc2ccc(C)cc2)c([N+](=O)[O-])c1
→ 2.8%	18.2
- COc1ccc(C(CC(=O)O)NS(=O)(=O)c2ccc(C)cc2)cc1 (centres undefined)
→ 2.91µM*	9.4*
- O=C(C1CC1)N1CCc2cc(Br)cc(S(=O)(=O)NCC3COc4ccccc4O3)c21 (centres undefined)
→ i	-6.7
- C=CCN1CN(S(=O)(=O)c2cccc(Cl)c2)c2nc3ccccc3nc21
→ ?	.
- CCc1nc2ccc(C(=O)NCCc3ccc(OC)cc3)cc2nc1CC
→ ?	.
- CCOC(=O)c1cc(C#N)c(N2CCN(C)CC2)nc1-c1ccccc1
→ ?	.
- COc1ccc(C(=O)O)cc1S(=O)(=O)NCCc1ccccn1
→ 22.2%	.
- c1ccc(CN2CCN(c3nc4ccccc4n4cnnc34)CC2)cc1
→ ?	.
- COc1ccc(N(CC(=O)N2CCN(C)CC2)S(=O)(=O)c2cc(C)ccc2OC)cc1Cl
→ -11.2%	15.3
- OCCN=Cc1c(O)[nH]c2ccccc12
→ i	20.8
- CN=C(NC1CCCCC1)c1ccc(Cl)cc1
→ ?	.
- Cc1ccc(C(=O)N/C(=C\c2ccco2)C(=O)N2CCSCC2)cc1C
→ ?	.
- OC[C@@H]1CCCN1Cc1cn(-c2ccccc2)nc1-c1ccc2c(c1)OCO2
→ 13.6%	10.5
- O=C(NCc1cccs1)c1cc(-c2ccccn2)nc2ccc(Br)cc12
→ ?	.
- CSc1ccc(/C=C/C(=O)OCC(=O)N2CCN(S(=O)(=O)c3ccc(C)cc3C)CC2)cc1
→ ?	.
- OCCCCNCc1ccc(OCc2ccc(Cl)cc2)cc1
→ -23.4%	-15.0
- CCC(=O)NC(c1cc(Cl)c2ccccc2c1O)C(C)C (centres undefined)
→ ?	.
- CC(C(=O)NC1CCCCC1)N(Cc1ccc(F)cc1)C(=O)c1snc(C(N)=O)c1N (centres undefined)
→ ?	.
- CCN(CC)c1ccc(/C=N/NC(=O)CNC(=O)c2cccnc2)cc1
→ i	.

# The final four records of the part before are carried over, then new ones follow:
# The line under a structure holds: S3 lipid droplet	S3 lipid droplet cell count max
- OCCCCNCc1ccc(OCc2ccc(Cl)cc2)cc1
→ -23.4%	-15.0
- CCC(=O)NC(c1cc(Cl)c2ccccc2c1O)C(C)C (centres undefined)
→ ?	.
- CC(C(=O)NC1CCCCC1)N(Cc1ccc(F)cc1)C(=O)c1snc(C(N)=O)c1N (centres undefined)
→ ?	.
- CCN(CC)c1ccc(/C=N/NC(=O)CNC(=O)c2cccnc2)cc1
→ i	.
- Cc1cc(NC(=O)CN2CCCCC2)n(-c2ccccc2)n1
→ -8.4%	3.9
- CSc1ccccc1NC(=O)COC(=O)c1ccccc1Cc1ccccc1
→ ?	.
- CCOCCCNCc1ccc(OCc2ccccc2Cl)cc1
→ ?	.
- CCn1c(=O)n(CC)c2cc(N3CCCC3)c(NC(=O)c3ccc(OC)c(Br)c3)cc21
→ ?	.
- O=C(CCc1ccccc1)OCC(=O)c1cccc([N+](=O)[O-])c1
→ 17.0%	-12.2
- O=C(CCCn1c(=S)[nH]c2ccc(Br)cc2c1=O)N1CCN(c2ccccn2)CC1
→ ?	.
- CCCCOC(=O)CCc1n[nH]c(=O)[nH]c1=O
→ ?	.
- Cc1cc(OCC(=O)N2CCN(c3ccccn3)CC2)c(C)cc1Br
→ ?	.
- COc1ccc(S(=O)(=O)N2CCCC2C(=O)NCc2cccs2)cc1 (centres undefined)
→ 17.2%	-21.1
- Cc1ccc(S(=O)(=O)N2CCN(S(=O)(=O)N3CCOCC3)CC2)c(C)c1
→ i	.
- O=[N+]([O-])c1ccc(OCCOc2ccccc2/C=N/n2cnnc2)cc1
→ ?	.
- CCc1nc2ccccc2c2nc3ccccc3n12
→ ?	.
- O=C(CNC(=S)N(CCCN1CCOCC1)Cc1cccs1)NC1CCCCC1
→ ?	.
- N/C(=N\OC(=O)c1ccc(Cl)cc1)c1ccc(Cl)cc1
→ 0.7%	-13.4
- CCOC(=O)C(CSCC(=O)c1ccc(Cl)cc1)NC(=O)OC(C)(C)C (centres undefined)
→ ?	.
- CC(C(=O)c1ccc(-c2ccccc2)cc1)[n+]1cccc(NC(=O)c2ccccc2)c1 (centres undefined)
→ ?	.
- COc1ccc(CNC(=O)CCc2ccc(S(=O)(=O)N3CCCCCC3)cc2)cc1OC
→ ?	.
- CCCCOc1ccc(C(=O)Nc2ccc(SC(F)F)cc2)cc1OC
→ 3.8%	11.6
- COc1ccc(Cl)cc1NC(=O)CCc1nc(-c2ccccc2F)no1
→ 19.8%	.
- O=C(Nc1ccccc1-c1nc2ccccc2s1)c1ccco1
→ ?	.
- O=C(Nc1cccc(O)c1)c1cc2nc(-c3ccccc3)cc(-c3ccccc3)n2n1
→ 0.1%	-2.6
- CC(C)CN(C(=O)c1nn(C)c(=O)c2ccccc12)c1nc2ccccc2s1
→ ?	.

# Some of the compounds tested (hit frequency here may not be typical).
